SENP8 block-1 – SENP8 (human) protease inhibition; hit rate 0.64% among 360,000; inhibition, % at 20 µM; AID 602440; recombinant SENP8, Nedd8 substrate fluorescence; in the data active = inhibition mostly above about 40%, no sharp cut-off; inactive = mostly below about 27%
SENP6 block – inhibitors of human SENP6 protease; Q9GZR1; Recombinant SENP6 catalytic domain, aminoluciferin luminescence; inhibition, % at 10 µM; hit rate 1.8% among 330,000; AID 2599;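 active = inhibition above about 50% at the single tested dose, limit read from the data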;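 note: plate controls were DMSO wells with enzyme for no effect and DMSO wells lacking enzyme for full effect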
SENP1 inh – blocks the human SENP1 SUMO protease catalytic domain | Q9P0U3 | inhibition, % at 10 µM | recombinant SENP1 catalytic domain, CyPet-SUMO1-YPet FRET cleavage | hit rate 0.21% among 360,000 | AID 624204;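 active = inhibition at least 30% at 10 µM, raw YFP signal under a set limit, fluorescence ratio 0.5 to 1.5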;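 note: 0% = enzyme with DMSO and 100% = no enzyme wells; some results filed as inactive read as strong as hits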
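System: Recombinant human SENP1 catalytic domain, His6-tagged | Incubation: Enzyme reaction for 50 min at room temperature, dark | Medium: Tris pH 8 with BME, BSA, NP40 and catalase | Also added: 25 nM SUMO1 FRET substrate | Compound: 10 µM single point, 0.5% DMSO | Measured by: FRET fluorescence in CFP and YFP emission channels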
Apaf1 inhib – inhibitors of human Apaf-1 apoptosome; reconstituted apoptosome caspase-3 activity, DEVD-Rh110 fluorescence; inhibition, % at 20 µM; hit rate 0.71% among 330,000; AID 489030; active = inhibition of at least 40% at 20 µM;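 note: plate controls were DMSO wells for no effect and DEVD-CHO caspase inhibitor wells for full effect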
Target sequence (O14727 whole entry, looked up): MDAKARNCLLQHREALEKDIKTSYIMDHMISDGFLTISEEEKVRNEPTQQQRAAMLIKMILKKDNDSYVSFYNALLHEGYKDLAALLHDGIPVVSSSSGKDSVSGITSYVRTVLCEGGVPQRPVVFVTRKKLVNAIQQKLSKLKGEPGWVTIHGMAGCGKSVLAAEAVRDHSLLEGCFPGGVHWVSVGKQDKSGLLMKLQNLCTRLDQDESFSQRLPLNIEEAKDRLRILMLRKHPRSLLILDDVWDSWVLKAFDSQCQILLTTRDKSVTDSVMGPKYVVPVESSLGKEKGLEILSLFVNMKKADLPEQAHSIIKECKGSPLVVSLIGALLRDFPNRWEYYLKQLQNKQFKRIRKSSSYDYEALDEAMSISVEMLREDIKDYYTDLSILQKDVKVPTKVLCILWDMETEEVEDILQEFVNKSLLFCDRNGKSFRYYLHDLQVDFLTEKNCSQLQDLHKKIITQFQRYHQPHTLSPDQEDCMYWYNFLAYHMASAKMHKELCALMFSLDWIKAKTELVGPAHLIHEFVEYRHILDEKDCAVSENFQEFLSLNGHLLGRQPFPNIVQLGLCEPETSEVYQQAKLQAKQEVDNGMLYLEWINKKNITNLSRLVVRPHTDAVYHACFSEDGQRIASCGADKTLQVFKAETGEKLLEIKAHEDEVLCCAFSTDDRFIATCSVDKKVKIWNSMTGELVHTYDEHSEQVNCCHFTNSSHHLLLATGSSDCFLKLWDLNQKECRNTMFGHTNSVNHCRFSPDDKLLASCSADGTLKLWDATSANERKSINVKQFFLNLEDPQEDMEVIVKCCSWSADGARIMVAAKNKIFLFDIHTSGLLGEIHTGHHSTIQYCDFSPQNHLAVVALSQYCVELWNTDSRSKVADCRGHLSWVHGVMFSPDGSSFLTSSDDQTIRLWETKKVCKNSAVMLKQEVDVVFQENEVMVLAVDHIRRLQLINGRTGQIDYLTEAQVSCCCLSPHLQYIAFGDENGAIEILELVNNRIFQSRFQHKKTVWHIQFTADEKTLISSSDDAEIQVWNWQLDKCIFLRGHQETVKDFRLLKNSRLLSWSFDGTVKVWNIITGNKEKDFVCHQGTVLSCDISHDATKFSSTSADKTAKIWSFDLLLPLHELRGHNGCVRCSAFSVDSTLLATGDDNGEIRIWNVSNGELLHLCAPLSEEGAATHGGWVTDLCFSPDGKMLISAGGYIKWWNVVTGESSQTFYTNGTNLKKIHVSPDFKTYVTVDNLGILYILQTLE
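Material: biochemical Apaf-1 apoptosome reconstitution. Medium: Hepes buffer, pH 7.5. Also added: cytochrome c activation, bis-DEVD rhodamine 110 substrate. Timing: 30 min compound preincubation, 50 min activation, room temperature. Measured by: rhodamine 110 fluorescence at Ex 480/Em 540 nm.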
HKDC1 inh – blocks human hexokinase HKDC1 activity; Q2TB90; recombinant HKDC1, G6PDH/diaphorase resazurin coupled fluorescence; inhibition, % at 20 µM; hit rate 0.16% among 340,000;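 active = inhibition above about 35% when tested at 20 µM, limit read from the data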;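 note: plate controls were DMSO wells with enzyme for no effect and DMSO wells lacking enzyme for full effect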
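Assay system – recombinant HKDC1 (HK5) hexokinase enzyme, produced in-house · Input – HKDC1 at 5 µg/mL · Reagent – glucose plus 1 mM ATP as hexokinase substrates · Timing – 90 min reaction incubation at room temperature, dark · Measured by – G6PDH/diaphorase-coupled fluorescence, 1 mM NADP, 100 µM resazurin, 525/613 nm · Benchmarks – DMSO-enzyme wells negative, buffer-substituted wells positive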
SENP8 block-2 – SENP8 protease inhibition; Q96LD8; purified SENP8, Z-RLRGG-aminoluciferin cleavage, luminescence; inhibition, % at 10 µM; hit rate 1.2% among 330,000; AID 2540; in the data active = inhibition above about 50%
PfGluPho inh – PfG6PD (Plasmodium falciparum) enzyme inhibition; PfGluPho enzyme, NADPH resazurin-diaphorase fluorescence; AID 504690; hit rate 0.78% among 350,000; inhibition, % at 20 µM;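 active = inhibition reaching at least a set limit at 20 µM in the primary screen, cut at about 59% in these data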;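 note: 0% = DMSO wells with substrate and 100% = DMSO wells lacking glucose-6-phosphate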
SENP7 block – SENP7 protease inhibition | hit rate 1.5% among 330,000 | recombinant SENP7, Z-RLRGG-aminoluciferin luminescence, 40 min | inhibition, % at 5 µM | AID 434973 | Q9BQF6;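 active = inhibition above about 50% at the single test dose, limit read from the data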;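 note: plate controls were DMSO with enzyme for no effect and no enzyme buffer wells for full effect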
The depositor's hits bear a star; · = not tested or not shown.

SMILES	SENP1 inh	Apaf1 inhib	SENP8 block-2	PfGluPho inh	HKDC1 inh	SENP6 block	SENP7 block	SENP8 block-1
COc1ccc(NC(=S)N2CCC(NC(=O)c3ccccc3C)CC2)cc1	4	6	-3	21	-3	0	-2	10
CCOC(=O)c1csc(NC(=O)C(C)(C)C)n1	1	-2	7	-11	-6	-3	-3	18
COC(=O)c1c(C)[nH]c(O)c1C=Nc1ccc(C(C)C)cc1	2	21	-9	50	6	-2	-14	-8
Cc1ccc(NC(=O)Cc2ccc([N+](=O)[O-])cc2)c(Br)c1	1	4	-5	-13	-2	7	7	21
CCCCCc1c2c(cc(O)c1C(=O)O)OC(=O)c1cc(C(=O)CCCC)c(OC)cc1O2	1	7	5	-28	8	-13	1	22
CCc1nnc(NC(=O)C2CCN(C(=O)c3ccco3)CC2)s1	2	1	0	7	-5	-16	-4	13
Cc1ccc2sc(N(CCCN(C)C)C(=O)c3ccc(S(=O)(=O)N4CCc5ccccc5C4)cc3)nc2c1C	0	33	0	-10	-7	-8	-12	6
CCCCCCNC(=O)c1cc(-c2ccco2)nc2ccccc12	3	23	-1	53	8	11	8	-326
CC(C)(C)OC(=O)NCc1ccc(NC(=O)c2nc[nH]c2C(=O)N[C@@H](Cc2ccccc2)C(=O)OCc2ccccc2)cc1	1	17	2	15	-1	-15	-3	5
Cc1ccc(C)c(N(CC(=O)Nc2cc(Cl)ccc2Oc2ccccc2)S(C)(=O)=O)c1	1	16	-2	25	-1	-6	-2	10
COC(=O)c1cc(Oc2ccc(S(=O)(=O)N3CCOCC3)cc2[N+](=O)[O-])cc(C(=O)OC)c1	1	6	-6	1	6	1	7	20
O=C1[C@@H](Oc2ccccc2)[C@@H](c2ccncc2)N1c1ccncc1	4	4	·	13	0	·	1	4
O=C1NCCN1Cc1ccccc1F	-1	-8	3	1	-9	-2	-8	16
O=C(O)CCS(=O)(=O)c1cc(Br)cc2c1N(C(=O)C1CC1)CC2	0	-11	8	-5	-5	13	7	-5
CCOc1ccc(C(=O)Nc2nnc(S(=O)(=O)N3CCCCC3)s2)cc1	-1	-2	-4	-14	2	-5	-2	-324
O=C(Oc1ccc2c(c1)OCO2)c1ccc(F)cc1Cl	3	16	75*	25	2	91*	88*	8
COc1ccc(CCN(C)C(=O)CNC(=O)c2ccccc2F)cc1OC	-1	-3	13	1	-5	-1	8	-8
O=C(CNC(=O)C1COc2ccccc2O1)N/N=C/c1ccc([N+](=O)[O-])cc1 (configuration not stated)	0	11	5	17	-3	0	0	13
Cc1ccc(CONS(=O)(=O)c2cc(C)ccc2C)cc1	5	8	9	-7	-2	-17	-4	1
NC(=O)c1ccccc1NS(=O)(=O)c1cccs1	1	3	-1	-5	3	-6	-4	-23
O=C(COC(=O)C(O)c1ccccc1)NC12CC3CC(CC(C3)C1)C2 (configuration not stated)	0	10	-5	-18	-7	-34	-8	24
O=C(COc1ccc(S(=O)(=O)N2CCCCC2)cc1)N1CCCC1	0	-2	1	-4	0	0	10	14
CC(=O)N1N=C(c2ccc(Cl)cc2)CC1c1ccc([N+](=O)[O-])cc1 (configuration not stated)	0	6	-19	0	-3	-10	6	8
COc1ccccc1N1CCN(S(=O)(=O)CCNC(=O)C2CCCC2)CC1	2	6	-9	-6	0	-15	-14	6
CN(CC(=O)Nc1ccc2c(c1)OCO2)CC(=O)Nc1ccc(F)c(F)c1F	2	-7	3	4	-3	-11	4	10
COc1ccc(-c2nnc(SCC(=O)Nc3ccc(C)cc3)n2C)cc1	2	6	-3	7	-7	8	10	9
COC(=O)c1c(-c2cccs2)csc1NC(=O)c1cccnc1	3	18	-13	11	4	-30	-7	-170
CCc1cc2c(nc1CC)CCN(CC/C(C)=N/OC[C@H]1O[C@H](c3ccccc3)C=C[C@@H]1Oc1ccc(OC)cc1)C2	·	43*	8	·	·	-16	3	·
O=C(Nc1ccc(Cl)cc1)N1CCN(c2ccc3nnc(-c4ccc(F)cc4)n3n2)CC1	1	33	-10	30	6	-6	-11	-21
CC1(C)Cc2c(sc3c2c(N)nc(=S)n3Cc2ccc(Br)cc2)CO1	-1	-9	4	-4	-3	-4	6	7
CCC(Oc1ccccc1OC)C(=O)N1CC(=O)Nc2ccccc21 (configuration not stated)	0	6	-3	-17	-3	-39	-7	14
Cc1ccc(NC(=O)Cn2cnc3cc([N+](=O)[O-])ccc3c2=O)cc1	-40	0	0	12	-5	1	8	-51
O=S(=O)(NCC(c1cccnc1)N1CCc2ccccc2C1)c1ccccc1 (configuration not stated)	-2	7	-1	-12	-4	7	8	10
Cc1ccc(Nc2nc3nonc3[nH]c2=O)cc1Cl	-5	7	50*	-17	14	80*	9	-12
CCn1ncc(CN2CCCC(CNC(=O)c3ccc(F)cc3)C2)c1C (configuration not stated)	4	-4	2	10	-3	3	3	10
Nc1cc(=O)[nH]n1C1CCCC1	0	-1	5	-9	-7	0	2	12
CS(=O)(=O)c1ccc(Cl)c(NC(=O)CN2CCCC2c2ccc3c(c2)OCCCO3)c1 (configuration not stated)	0	4	0	11	-4	8	-3	7
COc1cc(/C=N/Nc2nc(=O)[nH]nc2C)ccc1O	8	0	-14	15	-4	-13	-12	34
Cc1ccc(C(=O)Nc2ccon2)cc1S(=O)(=O)N1CCCCCC1	2	-2	-4	-14	-5	0	-5	9
CN(C)S(=O)(=O)N1CCN(S(=O)(=O)c2ccccc2)CC1	2	-15	3	6	7	-1	3	14
COc1ccccc1OCCCOc1c(C)cc(C)cc1Br	-2	10	-2	11	3	5	0	-2
O=C(Nc1ccc2c(c1)OCCO2)c1ccc2nccnc2c1	0	-23	39	39	-9	53*	2	16
C[C@@H](NC(=O)Cn1cnc2c(NCc3ccccc3)ncnc21)c1cccc2ccccc12	1	23	·	-6	-5	·	7	9
CC(=O)Nc1ccc(N2C(=O)c3cccc4c(O)ccc(c34)C2=O)cc1	-25	6	5	17	13	9	7	8
O=C(NC1CCCC1)C(c1ccc(F)cc1)N(C(=O)c1csnn1)c1ccccc1F (configuration not stated)	1	0	2	6	-7	-18	-1	8
O=C(O)CCC1(C(=O)O)OCCc2ccccc21 (configuration not stated)	2	-7	4	-13	-7	-4	4	4
CN1CC(=O)N(CC(=O)Nc2ccc(N3CCOCC3)cc2)C1=O	-1	5	5	-14	-7	-4	0	19
CC(=O)c1ccc(OCC(=O)Nc2c(C)nn(-c3ccccc3)c2C)cc1	1	4	6	1	-5	-9	-2	0
Cn1ccnc1Sc1ccc(/C=N/NC(=O)c2ccccc2[N+](=O)[O-])cc1[N+](=O)[O-]	3	9	-5	-4	1	-7	-4	18
CC1=CC(C)(C)N(S(=O)(=O)c2ccc(C)cc2)c2ccc(C)cc21	3	-11	6	8	-4	-9	5	16
O=C(CCc1c[nH]c2ccccc12)NCC1COc2ccccc2O1 (configuration not stated)	-2	9	6	5	-1	-6	7	24
O=[N+]([O-])c1ccc2oc(C3CCCCC3)nc2c1	1	5	4	3	0	-24	4	15
Cc1cc(C(=O)CCC(=O)N(C)CC(=O)Nc2c(Cl)cccc2Cl)c(C)s1	2	2	10	-14	1	-3	2	2
COc1ccc(C2C(=O)N(C3CCCCC3)CC(=O)N2C2CCCC2)cc1 (configuration not stated)	-1	2	-11	-12	5	-4	-3	0
C=C(C)CSC1=C(C#N)C(c2ccccc2Cl)CC(=O)N1 (configuration not stated)	-6	2	-2	58	11	-3	-1	10
CC(C)[C@H]1C(=O)Nc2ccccc2N1C(=O)N[C@@H](Cc1ccccc1)C(=O)N[C@@H](C(=O)O)c1ccccc1	0	5	1	4	-4	-5	5	44*
Cc1ccc(C(=O)/C=C/c2ccc(-c3ccc(C)cc3)o2)cc1	-26	20	-3	40	6	-28	-4	-25
CCOC(=O)Cc1csc(NC(=O)c2ccc(S(=O)(=O)N3CCCC3)cc2)n1	1	2	3	0	-8	-2	-6	2
COCCNC(=O)c1cc(-c2ccccc2)nn1CC1CC(c2cccnc2)=NO1 (configuration not stated)	1	-9	4	-5	-3	-6	4	9
COc1cccc(C(C(=O)NC2CCCCC2)N(CC2CCCO2)C(=O)CNC(=O)c2ccco2)c1 (configuration not stated)	-1	6	1	14	-4	-4	-7	12

Carrying on:
SMILES	SENP1 inh	Apaf1 inhib	SENP8 block-2	PfGluPho inh	HKDC1 inh	SENP6 block	SENP7 block	SENP8 block-1
Cc1noc(N)c1C1(O)C(=O)Nc2c(Cl)cc(Cl)cc21 (configuration not stated)	2	16	-2	-9	4	6	3	4
CC(=O)Nc1ccc(S(=O)(=O)N(C)C2CCN(C)CC2)cc1	1	-13	-5	-1	-3	-10	13	14
CCN(CC(=O)NC(C)C)Cc1nc2c(Br)cc(Br)cc2c(=O)[nH]1	-20	7	-6	2	-2	-18	6	1
COc1ccc(NC(C)=O)cc1NC(=O)c1ccc2ccccc2c1	1	5	-3	-6	5	-13	4	-1
COc1ccccc1NC(=O)c1ccc(-n2cccn2)c([N+](=O)[O-])c1	-1	2	-8	22	0	-2	4	0

An excerpt from above in order of their number in HKDC1 inh, ascending:
structure	HKDC1 inh
CC(=O)Nc1ccc(S(=O)(=O)N(C)C2CCN(C)CC2)cc1	-3
CCN(CC(=O)NC(C)C)Cc1nc2c(Br)cc(Br)cc2c(=O)[nH]1	-2
COc1ccccc1NC(=O)c1ccc(-n2cccn2)c([N+](=O)[O-])c1	0

High-throughput results: PubChem BioAssay, Sanford-Burnham Center for Chemical Genomics
